PREPL inh: inhibitors of human prolyl oligopeptidase-like enzyme PREPL. actives 0.68% (n = 320,000). inhibition, % at 5.96 µM. Q4J6C6. AID 2751. recombinant PREPL, fluorescence polarization activity-based probe; in the data active = inhibition above about 43%;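 also: 0% = enzyme with DMSO and 100% = wells lacking enzyme; many of its hits are not listed in these tables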
Target sequence (Q4J6C6 whole entry, looked up): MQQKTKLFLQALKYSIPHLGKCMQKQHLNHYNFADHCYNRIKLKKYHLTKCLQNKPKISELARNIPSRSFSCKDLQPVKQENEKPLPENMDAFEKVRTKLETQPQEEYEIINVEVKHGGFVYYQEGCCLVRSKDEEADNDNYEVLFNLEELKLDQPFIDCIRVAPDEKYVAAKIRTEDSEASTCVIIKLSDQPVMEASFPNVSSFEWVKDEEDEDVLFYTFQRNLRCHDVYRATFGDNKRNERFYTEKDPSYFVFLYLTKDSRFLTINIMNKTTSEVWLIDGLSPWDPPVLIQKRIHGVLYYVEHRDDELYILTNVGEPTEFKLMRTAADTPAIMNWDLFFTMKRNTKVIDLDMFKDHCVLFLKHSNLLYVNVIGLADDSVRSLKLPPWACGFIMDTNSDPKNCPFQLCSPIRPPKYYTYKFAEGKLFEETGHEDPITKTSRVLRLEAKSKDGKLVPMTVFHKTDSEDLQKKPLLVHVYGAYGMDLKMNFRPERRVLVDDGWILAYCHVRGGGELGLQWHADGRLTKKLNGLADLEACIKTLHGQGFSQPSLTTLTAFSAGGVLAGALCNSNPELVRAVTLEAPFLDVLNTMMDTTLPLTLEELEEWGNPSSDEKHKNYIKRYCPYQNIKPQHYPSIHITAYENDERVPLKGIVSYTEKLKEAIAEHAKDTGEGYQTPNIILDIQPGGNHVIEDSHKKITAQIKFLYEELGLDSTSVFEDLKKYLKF
PP5 inh: blocks human protein phosphatase 5 activity | P53041 | purified PP5c, OMFP substrate fluorescence | inhibition, % at 6.7 µM | actives 0.18% (n = 320,000) | AID 1987;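 active = inhibition above the campaign's mean inhibition across all tested compounds plus 3 SD, cut at about 9.5% in these data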;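 also: 0% = DMSO only and 100% = 100 µM cantharidin control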
PP1 counter: PP1-alpha (human) inhibition in PP5 counter-screen | P62136 | purified PP1alpha, OMFP fluorescence | inhibition, % at 6.7 µM | actives 0.9% (n = 320,000) | AID 2235;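 active = inhibition above the mean inhibition of all tested compounds plus 3 SD, computed separately for each screening campaign, cut at about 15% in these data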
Target sequence (P62136 whole entry, looked up): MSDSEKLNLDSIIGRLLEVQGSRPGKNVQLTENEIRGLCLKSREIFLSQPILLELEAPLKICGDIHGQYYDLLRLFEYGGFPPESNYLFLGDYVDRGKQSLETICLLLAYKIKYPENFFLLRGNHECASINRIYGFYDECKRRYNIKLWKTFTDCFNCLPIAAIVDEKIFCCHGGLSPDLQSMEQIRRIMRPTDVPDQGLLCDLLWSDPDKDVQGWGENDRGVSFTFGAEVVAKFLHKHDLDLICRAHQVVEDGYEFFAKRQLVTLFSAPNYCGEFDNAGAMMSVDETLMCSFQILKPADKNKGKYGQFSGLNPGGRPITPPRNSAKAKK
Fh CTSL1 inh: blocks F. hepatica cathepsin L1 in PFM18AAP counter-screen | recombinant F. hepatica cathepsin L1, Z-Leu-Arg-MCA fluorescence | inhibition, % at 5.96 µM | actives 0.49% (n = 300,000);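 active = inhibition above the mean of all tested compounds plus 3 SD, set per screening campaign, cut at about 17% in these data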;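 also: 0% = plate median of test compound wells and 100% = 1 µM Z-Phe-Ala-diazomethylketone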
EBNA-1 inhibitor: blocks EBNA-1 binding to DNA | AID 1950 | EBNA-1 DNA binding, fluorescence polarization | inhibition, % at 14.8 µM | actives 0.34% (n = 300,000); in the data active = inhibition above about 28%
Efflux pump inh: antifungal efflux pump inhibition, Nile Red retention; S. cerevisiae Candida pump triplex; inhibition, % at 10 µM; actives 0.44% (n = 330,000); AID 485275;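 active = plate passing quality check with inhibition over a set limit, or well fluorescence over plate mean plus 4 SD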;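 also: Nile Red retained in pooled yeast measured as flow cytometry median fluorescence; 0% = buffer negative control and 100% = Enniatin B positive control; higher means more Nile Red kept so more efflux inhibition; some compounds called inactive have numbers as strong as hits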
core dimer inh: blocks dimerization of HCV core protein. TR-FRET GST/Flag-core106 dimerization, 1536-well. actives 0.33% (n = 300,000). inhibition, % at 5 µM. AID 1899;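 active = inhibition above the mean of all tested compounds plus 3 SD, set per screening campaign, cut at about 45% in these data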
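System: GST-tagged and Flag-tagged HCV core protein residues 1-106 / Input: core106 proteins, GST 13.5 nM and Flag 17 nM / Buffer or medium: KF-containing HEPES buffer, pH 7.45, DTT, CHAPS, BSA / Probe or stimulus: Eu-anti-GST and XL665-anti-Flag labelled anti-tag antibodies / Schedule: 4 h, 22.5 °C incubation / Technique: TR-FRET 671 and 617 nm emission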
TPT1 inh: blocks Candida albicans tRNA 2'-phosphotransferase. actives 0.81% (n = 300,000). inhibition, % at 5 µM. recombinant caTPT1, FP RNA substrate dephosphorylation;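 active = inhibition above the mean of all tested compounds plus 3 SD, set per screening campaign, cut at about 24% in these data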;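 also: plate controls were DMSO alone for no effect and ferristatin control at 100 nM for full effect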
ZTA DNA inh: ZTA (EBV) inhibition in EBNA-1 counter-screen. ZTA-DNA binding, fluorescence polarization. actives 0.15% (n = 320,000). P03206. inhibition, % at 11 µM; in the data active = inhibition above about 33%
Active calls of the source: *.

SMILES | PREPL inh | PP5 inh | PP1 counter | Fh CTSL1 inh | EBNA-1 inhibitor | Efflux pump inh | core dimer inh | TPT1 inh | ZTA DNA inh
Cn1c(CNC(=O)CNS(=O)(=O)c2ccc(Br)cc2)cc(=O)n(C)c1=O | 10.7 | 1.9 | 1.2 | -6.2 | -11.2 | 0.1 | -9.8 | 0.7 | -1.4
Cc1ccc(S(=O)(=O)n2[nH]c(=O)cc2NC(=O)c2cccs2)cc1 | 18.7 | 3.5 | 1.2 | -0.2 | -5.1 | -0.1 | -7.6 | -1.0 | -4.3
COc1ccc(-c2cc(-c3c(O)c(OC)c4occc4c3OC)[nH]n2)cc1OC | 50.9* | 5.9 | 3.3 | -1.6 | -7.9 | 0.1 | 4.5 | 0.8 | -11.2
CCC(C)NC(=O)C1CCCN(C(=O)NC2CCCCC2)C1 (stereo not drawn) | -10.9 | 0.0 | 1.9 | -0.4 | -15.8 | 0.1 | -7.2 | -3.1 | -6.8
N#Cc1ccc(CC(C(=O)O)N2Cc3ccccc3C2=O)cc1 (stereo not drawn) | 18.4 | 0.1 | 0.2 | -2.6 | 6.1 | -0.4 | -9.7 | -3.1 | -6.6
CCCCOc1ccc(Cl)cc1CSc1nncn1N | 13.7 | 2.5 | 1.8 | 11.1 | -10.1 | -0.1 | 5.0 | -2.2 | -9.3
CCOC(=O)c1ccc(NS(=O)(=O)c2c(N)n(C)c(=O)n(C)c2=O)cc1 | 2.0 | -8.2 | 5.8 | 9.7 | -3.7 | 0.0 | -14.9 | -2.8 | -16.6
CC(C)C(c1nnnn1CCc1ccccc1)N1CCC(C(N)=O)CC1 (stereo not drawn) | -1.4 | 3.2 | 0.7 | 3.6 | 4.7 | -0.2 | -3.0 | -4.6 | 13.7
CCC(C(=O)Nc1cc(C)cc(C)n1)c1ccccc1 (stereo not drawn) | -16.3 | 1.8 | 0.9 | 1.9 | -2.0 | 0.0 | 2.0 | -3.0 | 7.5
CCOc1ccc(NS(=O)(=O)c2ccc(C(=O)NCC(c3ccc(OC)cc3)N3CCCC3)cc2)cc1 (stereo not drawn) | -12.6 | -1.7 | -1.2 | 0.3 | -4.1 | -0.1 | 0.1 | 2.8 | -2.4
O=C(Nc1ccc2nc3n(c(=O)c2c1)CCCC3)c1cccc(F)c1 | -3.4 | 2.0 | -2.1 | 2.0 | -10.0 | -0.1 | -4.4 | -0.7 | 7.4
CC(NC(=O)C(=O)N/N=C\c1cccc([N+](=O)[O-])c1)c1ccccc1 (stereo not drawn) | 4.4 | -2.5 | -0.3 | 2.1 | 1.6 | -0.2 | -2.5 | -4.0 | -1.6
C/C(CC(=O)Nc1cccc(Cl)c1C)=N\NC(=O)Cc1csc(N)n1 | 4.4 | 0.1 | -1.7 | 4.5 | -4.3 | -0.2 | -3.6 | -2.5 | -4.4
O=C(c1cc(-c2ccccc2)n[nH]1)N1CCc2c([nH]c3ccccc23)C1c1ccccn1 (stereo not drawn) | -1.2 | 7.8 | 1.0 | 0.6 | -23.3 | 0.5 | 11.6 | -0.5 | -19.7
COC(CNC(=O)C1CCCN(S(=O)(=O)c2ccc3c(c2)oc(=O)n3C)C1)OC (stereo not drawn) | 14.1 | 2.1 | -2.8 | 1.7 | 9.5 | 0.1 | 11.3 | -0.6 | -0.6
O=C(O)c1ccccc1SCCS(=O)(=O)c1ccc(Cl)cc1Cl | -1.6 | 3.4 | -3.2 | -4.7 | -3.5 | 0.7 | 0.4 | 3.0 | -2.2
COc1ccc(NC(=O)C2CCCN(CCCc3ccccc3)C2)cc1OCC(C)C (stereo not drawn) | 14.1 | 4.1 | 4.4 | -1.4 | 4.2 | 0.1 | -2.4 | -5.2 | -7.5
CC1CN(C(=O)C2CCCC2)C(C)CN1C(=O)C1CCCC1 (stereo not drawn) | 17.1 | -1.4 | -4.4 | 0.9 | -3.2 | 0.5 | -10.0 | 10.2 | -10.0
CN1C(=O)c2ccc(NC(=O)CCS(=O)(=O)c3ccccc3)cc2C1=O | -0.5 | -0.2 | 1.4 | -0.5 | 1.0 | -0.1 | 0.6 | -2.7 | 7.7
Brc1ccc(-c2nnc3n2C2(CCCC2)Cc2ccccc2-3)o1 | 4.2 | 0.1 | 2.0 | 2.8 | -0.6 | 0.0 | 5.4 | -1.1 | -7.5
C=CCn1c(SCc2ccc3c(c2)OCO3)nc2scc(-c3ccco3)c2c1=O | -1.1 | 1.8 | -2.2 | -0.1 | 11.5 | 0.1 | -0.2 | -0.1 | -10.6
COc1ccc(-c2nc3c(c(=O)[nH]c(=O)n3Cc3ccccc3)n2C)cc1 | 9.0 | -7.4 | -5.3 | 7.2 | -2.6 | -0.1 | 2.2 | 0.2 | 0.9
Oc1ccc(Cl)cc1CNCC1CCCCC1 | 3.0 | 3.2 | 1.9 | 0.7 | -2.7 | 0.1 | 7.2 | -0.6 | 2.8
O=c1o[nH]c(-c2ccccc2)c1C1=NCCCCC1 | -4.5 | -1.1 | -4.1 | 0.1 | -1.0 | 0.0 | 3.2 | 1.0 | 28.0
O=C1N/C(=C/c2ccc(N3CCOCC3)o2)C(=O)N1c1ccccc1 | 9.3 | 4.5 | -3.5 | 6.3 | 4.1 | -0.2 | -29.3 | 70.0* | 9.2

Brought forward from above: 3 compounds; new compounds follow.
SMILES | PREPL inh | PP5 inh | PP1 counter | Fh CTSL1 inh | EBNA-1 inhibitor | Efflux pump inh | core dimer inh | TPT1 inh | ZTA DNA inh
Oc1ccc(Cl)cc1CNCC1CCCCC1 | 3.0 | 3.2 | 1.9 | 0.7 | -2.7 | 0.1 | 7.2 | -0.6 | 2.8
O=c1o[nH]c(-c2ccccc2)c1C1=NCCCCC1 | -4.5 | -1.1 | -4.1 | 0.1 | -1.0 | 0.0 | 3.2 | 1.0 | 28.0
O=C1N/C(=C/c2ccc(N3CCOCC3)o2)C(=O)N1c1ccccc1 | 9.3 | 4.5 | -3.5 | 6.3 | 4.1 | -0.2 | -29.3 | 70.0* | 9.2
O=C1Nc2ccccc2/C1=C/c1ccccc1Cl | -10.3 | 2.5 | 3.0 | 3.9 | -12.6 | 0.1 | 4.5 | -0.3 | -15.0
CC(=O)Nc1ccc(OCc2cccc([N+](=O)[O-])c2)cc1 | 8.2 | 1.2 | -3.1 | -1.6 | -5.3 | 0.0 | -1.3 | -3.0 | -2.1
CCOc1ccc(NC(=O)CSc2nc3[nH]ncc3c(=O)n2-c2ccccc2OC)cc1 | 1.4 | -1.3 | -9.8 | 5.2 | -4.8 | 0.1 | -12.0 | -5.7 | -25.3
CN(C)C(=O)COC(=O)c1ccc(S(=O)(=O)NCc2ccco2)cc1 | 0.5 | -4.4 | -4.1 | -2.6 | -5.5 | 0.1 | 1.3 | 3.6 | 11.8
Cc1ccc(C(=O)NCC(=O)Nc2ncccc2C)s1 | 19.4 | 0.0 | 0.1 | -0.4 | -7.0 | -0.1 | -9.5 | -1.3 | 4.5
CCOC(=O)C1CCN(C(=O)CCCn2c(=O)c3cccn3c3cccnc32)CC1 | -0.6 | 1.3 | -2.5 | 1.4 | 10.8 | 0.0 | 5.1 | 1.8 | 13.6
COc1ccc(-c2cc(C(=O)NCCCn3ccnc3)no2)cc1 | 1.1 | 0.2 | 2.2 | -0.5 | -3.3 | 0.0 | -0.2 | -1.3 | -15.0
CCOC(=O)C(NCc1ccccn1)(NC(=O)c1cccnc1)C(F)(F)F (stereo not drawn) | -3.2 | -1.6 | -2.9 | -1.2 | -0.1 | 0.0 | -4.7 | -3.0 | 4.3
CSc1ncccc1C(=O)Nc1nc(C(C)(C)C)cs1 | -1.1 | 1.6 | 1.9 | -1.4 | 10.4 | 0.1 | 9.9 | -5.2 | 1.9
CCN1C(=O)C(CC(=O)Nc2ccc(F)cc2)N(Cc2ccc3c(c2)OCO3)C1=S (stereo not drawn) | -6.1 | 2.1 | -0.1 | 3.2 | 2.6 | -0.1 | -1.4 | -0.2 | 3.0
COc1cc(C(=O)Sc2ccc(Cl)cc2)cc(OC)c1OC | 18.0 | 0.2 | 0.6 | 0.9 | 3.0 | 0.0 | -3.1 | -3.9 | -10.2
CCOC(=O)N1CCN(Cc2c(F)cccc2Cl)CC1 | 0.3 | -0.3 | 0.3 | -1.9 | 1.5 | 0.0 | -3.9 | 1.5 | 3.5
COc1ccc2nc(COC(=O)c3ccco3)c(C(C)=O)[n+]([O-])c2c1 | 15.4 | -0.7 | -8.0 | -8.5 | -5.4 | 0.1 | 10.4 | -5.3 | 5.5
CC1CC(C)CN(C(=O)CCn2c(=O)oc3ccccc32)C1 (stereo not drawn) | 0.1 | 2.2 | -5.0 | -3.0 | 4.3 | -1.4 | -2.4 | 0.7 | -1.0
Cn1c(=O)n(C)c2cc(S(=O)(=O)NCc3ccccc3)ccc21 | -10.4 | 2.3 | -0.5 | -0.7 | 2.6 | -0.2 | -3.7 | -5.1 | 3.0
O=C(Nc1nc2ccccc2[nH]1)c1cccc([N+](=O)[O-])c1 | 6.3 | 3.4 | -0.5 | 1.8 | -9.8 | 0.0 | -6.8 | -1.9 | -6.1
CC(C(N)=O)N1C(=O)NC2(CCCc3ccccc32)C1=O (stereo not drawn) | 4.3 | 1.7 | -2.8 | -5.2 | -2.3 | 0.0 | -9.2 | -1.2 | -10.4
COc1cc(CN2CCCC(N3CCc4ccccc4C3)C2)c(Cl)cc1O (stereo not drawn) | -5.9 | 1.8 | -0.2 | -1.5 | 3.3 | 0.0 | 4.9 | -0.4 | 20.4
NS(=O)(=O)c1cc(C(=O)O)cc(N2CCCC2)c1Oc1ccccc1 | 7.9 | 2.3 | 1.9 | -1.0 | 3.1 | -0.1 | -2.0 | -1.4 | -21.6
CC1CN(Cc2nc3c(c(=O)n(C)c(=O)n3C)n2CC(O)CO)CC(C)O1 (stereo not drawn) | 6.5 | -0.4 | 0.0 | -1.3 | -0.9 | 0.0 | -0.6 | 0.4 | -3.2
O=C(NCc1ccc(F)cc1)c1c2c(nc3ccccc13)CCN(Cc1ccccc1)C2 | 12.7 | -2.8 | 1.4 | 0.3 | 7.4 | -0.1 | 2.5 | -3.7 | -10.9
CCOC(=O)c1ccc(Oc2c(C)oc3cc(OS(C)(=O)=O)ccc3c2=O)cc1 | 6.6 | 1.9 | -2.1 | 1.1 | -5.9 | 0.0 | -1.7 | 0.8 | -6.9
Cc1sc2nc(CSc3nc4ccccc4s3)[nH]c(=O)c2c1C | -30.6 | -2.2 | 4.4 | -3.8 | 3.3 | 0.2 | 17.7 | 42.2* | 0.3
Cc1cccc2cc(C#N)c(NCCNS(=O)(=O)c3ccc4c(c3)OCCO4)nc12 | 3.2 | 1.8 | 8.9 | -1.1 | -2.6 | -0.3 | 2.8 | -1.6 | -15.4
Cc1nc(C)c(/C(O)=C\c2nc3ccc([N+](=O)[O-])cc3oc2=O)o1 | -1.1 | 1.4 | -2.5 | 2.6 | 4.0 | 0.0 | -5.2 | -0.4 | -5.6
Cc1cc(C)c(NC(=O)CSc2ccc(-c3ccccn3)nn2)c(C)c1 | 9.5 | 2.0 | -3.6 | 0.5 | -13.3 | 0.1 | 6.6 | 3.0 | -2.7
CCOC(=O)c1sc(C)c2c1NC1(CCCCCC1)NC2=O | -8.6 | 2.6 | 4.2 | -2.5 | -4.3 | 0.4 | 17.3 | -2.8 | -3.8
Cc1ccc(S(=O)(=O)NC2=NCN(C3CCN(Cc4ccccc4)CC3)CN2)cc1 | 13.2 | 1.4 | -3.4 | -8.3 | -2.7 | -0.1 | -3.2 | -3.7 | 17.4
CCC1(C)Cc2ccccc2C(=S)N1 (stereo not drawn) | -6.3 | -0.1 | 0.7 | -2.4 | 14.2 | 0.0 | 7.0 | 3.3 | -6.7
Cc1ccccc1NC(=O)Cc1cn(C)c2ccccc12 | -0.7 | 0.5 | 0.7 | -0.6 | -5.5 | 0.1 | -3.1 | -2.9 | -12.1

Not all compounds are listed; count on the stated rates, not on these rows.
